JMJD2A Tudor: qHTS Assay for Inhibitors of JMJD2A-Tudor Domain; AlphaScreen JMJD2A-Tudor / H3K4me3 peptide binding; hit rate 4.4% among 390,000; AID 504339, 2011; Potency, µM (titrated, usually from 114 µM), for inactives: top-dose activity change, negative = inhibition, hits mostly inhibitors; note: potency is the fitted concentration of half-maximal effect; % is set by controls: 0 for no effect and ±100 for the full control effect; nearly all actives have a fitted effect of over 50% in size
HP1b binding inh: HTS for Inhibitors of HP1-beta Chromodomain Interactions with Methylated Histone Tails. Chromobox protein homolog 1 (Homo sapiens), P83916. AlphaScreen HP1-beta / biotin-H3K9me3 peptide binding. Potency, µM (highest dose often 114 µM), for the others: at the highest dose activity change, negative = inhibition, hits mostly inhibitors. hit rate 0.56% among 390,000. AID 540317, 2011; note: potency is the fitted concentration of half-maximal effect; nearly all actives have a fitted effect of over 70% in size; inactives centre near 23
Target sequence (P83916 whole entry, looked up): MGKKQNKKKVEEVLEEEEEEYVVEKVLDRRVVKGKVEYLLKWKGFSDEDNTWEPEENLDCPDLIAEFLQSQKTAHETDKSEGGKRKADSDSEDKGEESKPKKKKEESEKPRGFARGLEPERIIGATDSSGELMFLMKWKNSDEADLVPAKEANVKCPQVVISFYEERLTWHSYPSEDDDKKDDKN
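HP1-beta protein (50 nM final) preincubated 30 min at room temperature with biotinylated H3(1-18)K9me3 peptide (50 nM) in PBS pH 7.4, 0.01% Tween-20, then compound added for 30 min. AlphaScreen streptavidin donor/nickel chelate acceptor beads (10 ug/mL final), 30 min dark, luminescence read.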
RGS4 inh: Inhibitors of Regulator of G Protein Signaling (RGS) 4: qHTS | Regulator of G-protein signaling 4 (Homo sapiens), P49798 | Transcreener GDP fluorescence polarization, RGS4-accelerated GTP hydrolysis | Potency, µM (doses to about 114 µM), for inactives: at the highest dose activity change, negative = inhibition, actives largely listed as inhibitors | hit rate 0.039% among 390,000 | AID 504845, 2011; note: potency is the fitted concentration of half-maximal effect; % is set by controls: 0 for no effect and ±100 for the full control effect; nearly all actives have a fitted effect of over 75% in size; some results filed as inactive show a strong effect at the top dose
Target sequence (P49798 whole entry, looked up): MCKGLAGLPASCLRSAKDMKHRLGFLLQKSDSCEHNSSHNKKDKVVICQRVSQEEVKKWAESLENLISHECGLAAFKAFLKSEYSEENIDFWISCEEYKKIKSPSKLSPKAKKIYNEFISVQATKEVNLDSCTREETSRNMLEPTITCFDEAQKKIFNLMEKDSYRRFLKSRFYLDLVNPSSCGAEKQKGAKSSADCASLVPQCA
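MLSMR compounds (23 nl, pin-transferred) preincubated 10 min at room temperature with a 500nM (2x) first reagent, then RGS4 at 900nM (2x) plus Transcreener GDP mix added; fluorescence polarization (620/688 nm) read before and after 90 min at 30 °C.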
12-LOX inh: Primary qHTS assay for inhibitors of human arachidonate 12S-lipoxygenase (ALOX12): Round 2. Potency, µM (top dose mostly 108 µM), for the others: at the top dose activity change, negative = inhibition, most hits filed as inhibitors. hit rate 1.1% among 580,000. purified 12hLO, xylenol orange hydroperoxide absorbance. Polyunsaturated fatty acid lipoxygenase ALOX12 (Homo sapiens), P18054; note: potency is the fitted concentration of half-maximal effect; % is set by controls: 0 for no effect and ±100 for the full control effect
Target sequence (P18054 whole entry, looked up): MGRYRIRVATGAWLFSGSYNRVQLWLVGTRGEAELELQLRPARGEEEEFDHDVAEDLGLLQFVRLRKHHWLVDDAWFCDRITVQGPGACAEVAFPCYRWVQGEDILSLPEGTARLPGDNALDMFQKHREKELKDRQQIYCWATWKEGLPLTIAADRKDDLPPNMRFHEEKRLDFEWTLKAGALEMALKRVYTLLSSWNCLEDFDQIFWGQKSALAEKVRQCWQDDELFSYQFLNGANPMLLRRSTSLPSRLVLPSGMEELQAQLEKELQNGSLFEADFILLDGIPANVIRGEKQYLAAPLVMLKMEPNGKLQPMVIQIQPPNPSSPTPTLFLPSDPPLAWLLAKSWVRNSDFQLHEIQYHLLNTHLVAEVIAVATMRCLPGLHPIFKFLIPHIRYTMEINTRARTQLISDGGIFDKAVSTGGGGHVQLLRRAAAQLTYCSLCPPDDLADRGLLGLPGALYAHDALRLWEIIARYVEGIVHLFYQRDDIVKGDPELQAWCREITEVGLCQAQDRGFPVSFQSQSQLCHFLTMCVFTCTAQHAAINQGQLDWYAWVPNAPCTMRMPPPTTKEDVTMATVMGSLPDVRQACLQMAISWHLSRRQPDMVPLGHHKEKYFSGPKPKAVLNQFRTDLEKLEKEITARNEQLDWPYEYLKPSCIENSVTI
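Purified human 12hLO (150 nM final) in 25 mM Hepes, 0.01% Triton X-100, pH 7.0 was preincubated 15 min at room temperature with compound. Then 40 uM arachidonic acid was added, 30 min. Hydroperoxide was read by Fe-XO absorbance ratio 573/405 nm.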
PI4K2A block: qHTS for small molecular inhibitors of PI4K2A; activity change, negative = inhibition, % at 76.9 µM; Phosphatidylinositol 4-kinase type 2-alpha (Homo sapiens), Q9BTU6; hit rate 0.13% among 420,000; purified PI4K2A, ADP-Glo luminescence, 1 h; stronger effect = lower value; in the data active = activity change below about -50%; inconclusive = mostly about -30% to -49%;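 note: -100% = wells without enzyme as full effect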
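In this quantitative HTS, ADP production by PI4K2A was quantified luminescently after 1 h at ambient temperature; 100 microM adenosine served as plate-quality control.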
G9a block: qHTS Assay for Inhibitors of Histone Lysine Methyltransferase G9a; Histone-lysine N-methyltransferase EHMT2 (Homo sapiens), Q96KQ7; G9a H3K9 monomethylation, AlphaScreen, 2 h; Potency, µM (series often up to 102 µM), for the others: at the top dose activity, negative = inhibition, usual class: inhibitors; hit rate 8.8% among 350,000; AID 504332, 2011; note: potency is the fitted concentration of half-maximal effect; % is set by controls: 0 for no effect and ±100 for the full control effect; nearly all actives have a fitted effect of over 75% in size
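AlphaScreen detection with an anti-monomethyl H3K9 antibody quantified product after a 2 h room-temperature reaction containing 500 nM biotinylated H3K9 peptide, 20 µM SAM and 20 nM enzyme, which had been preincubated 15 min with compound.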
BAZ2B inh: qHTS Assay for Inhibitors of BAZ2B; hit rate 4.4% among 360,000; Bromodomain adjacent to zinc finger domain protein 2B (Homo sapiens), Q9UIF8; AlphaScreen BAZ2B-H3K14Ac peptide displacement; Potency, µM (doses to about 114 µM), without a hit: at the highest dose activity change, negative = inhibition, usual class: inhibitors; note: potency is the fitted concentration of half-maximal effect; % is set by controls: 0 for no effect and ±100 for the full control effect; nearly all actives have a fitted effect of over 60% in size
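BAZ2B 50 nM plus b-H3(5-23)K14Ac 50 nM, PBS pH 7.4/0.01% Tween-20, 30 min RT; compound added (max 110 uM), 30 min RT; streptavidin donor/Ni-chelate acceptor beads 10 ug/mL final, 20 min dark; AlphaScreen read.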
ERG Ets-DNA blk: qHTS for Small Molecule Inhibitors of the ERG Ets/DNA interaction. AID 624246, 2012. fluorescence polarization, His-ERG Ets domain / labelled DNA. hit rate 0.028% among 370,000. Potency, µM (top dose mostly 76.9 µM), for inactives: at the highest dose FP activity, negative = inhibition, usual class: inhibitors; active = well fitted inhibition curve with a large enough effect in the polarisation, with a control signal flat; inconclusive = small, poorly fitted or top-dose-only effect, or effect the other way, or a change in a side signal; inactive = no such curve, though single readings can be large or run the other way; the % refers to the polarisation;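 note: polarization taken with two DNA probes labelled with fluorescein and Texas red; potency is the fitted concentration of half-maximal effect; % of control where 0% means no effect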
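His-tagged ERG Ets domain (1 uM in the protein solution; 300mM KCl, 50mM Tris-HCl, 1mM EDTA, 1mM DTT, pH 7.5) received compound, then a probe mix of 5 nM fluorescein-DNA and 100nM Texas-615-DNA. Fluorescence polarization was read for both dyes.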
GLS inh: qHTS for Inhibitors of Glutaminase (GLS); Glutaminase kidney isoform, mitochondrial (Homo sapiens), O94925; GLS enzymatic activity, qHTS titration; Potency, µM (series often up to 45.5 µM), for inactives: at the top dose activity change, negative = inhibition, hits mostly inhibitors; hit rate 0.21% among 410,000; AID 624170, 2012; note: potency is the fitted concentration of half-maximal effect; % is set by controls: 0 for no effect and ±100 for the full control effect
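Two-point fluorescence kinetic (t0, 30 min RT) for hKGA; glutamate detected via glutamate oxidase–HRP–Amplex Red. Substrate: 1 mM L-glutamine solution; buffer 45 mM KH2PO4, pH 8.2.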
Starred values were filed as active, the others as inactive; ? = inconclusive; / = not tested or not shown; & = joins results of further samples; [ ] = dose if it differs, or a comment. Unless noted, calls come from the whole dose curve; as a rule, active = well fitted curve in the direction sought with a large enough effect; inconclusive = small, poorly fitted or top-dose-only effect, or another doubt; inactive = no such curve, though single readings can be large; an effect the other way counts as inactive or inconclusive. An excerpt; count on the stated rates, not on these rows.

#	SMILES	HP1b binding inh	JMJD2A Tudor	GLS inh	PI4K2A block	RGS4 inh	G9a block	12-LOX inh	ERG Ets-DNA blk	BAZ2B inh
1	Cc1cccc(OCC(=O)N(Cc2cccs2)c2ccc(Cl)cc2)c1C	126%[activator]	65%[activator]	-4%	1	-2%	95%[activator][59 µM]	0%	2%	79%[activator]
2	CC(C)c1ccc(S(=O)(=O)c2nnn3c2nc(NC2CCCC2)c2sccc23)cc1	-4%	-23%	1%	2	9%	-2%[59 µM]	-18%	1%	-10%
3	CCOC(=O)c1ccc(S(=O)(=O)Nc2ccc(N3CCOCC3)cc2)cc1	0%	-23%	4%	-2	-4%	79µM*	-12%	-1%	-24%
4	CC(C)(C)C(=O)CSc1ccc(S(=O)(=O)N2CCCC2)cn1	4%	-11%	7%	0	-42%	-14%[2.33 µM]	-11%	4%	13%
5	Cc1ccc(-c2nn3c(=O)cc(CN4CCN(C(=O)c5ccc(C(C)(C)C)cc5)CC4)nc3s2)cc1	22%[57 µM]	1%	1%	-1	34%	-2%[59 µM]	-21%	2%	4%
6	COc1ccc2[nH]c(C(=O)N3CCc4ccccc4C3)c(C)c2c1	25%	-11%	1%	1	13%	12%	-29%&2%	9%	-33%
7	CCc1ccc(CCC(=O)Nc2ccc(Br)cc2)o1	25%	4%	0%	2	-11%	-5%	?	2%	-27%
8	COc1ccc([N+](=O)[O-])cc1NC(=O)Cc1c(Cl)cccc1Cl	46%[activator]	2%	-1%	5	-8%	27%[59 µM]	0%	-29%	-1%
9	Cc1ccc2[nH]c(=O)c(CN(Cc3nnnn3Cc3ccccc3)C3CCCC3)cc2c1	9%	-28%	30%	2	2%	8.9µM*	?	/	-3%
10	COc1ccccc1C(=O)COC(=O)c1nc2nc(C)cc(C)n2n1	14%	-12%	15%	-1	-25%	-38%	-35%	-5%	23%
11	CC(=O)OCC1OC(n2ccc3ccccc32)C(OC(C)=O)C(OC(C)=O)C1OC(C)=O (stereo not drawn)	-13%	-15%[11.4 µM]	60%[activator]	-15	-14%[11.4 µM]	?	-19%	0%	5%
12	Cc1csc(NC(=O)CCNC(=O)c2ccccc2Cl)n1	36%	2%[57.1 µM]	2%	0	-4%	6%	-11%	-2%	-3%
13	COc1ccc(NC(=O)CCC(=O)c2ccc(F)cc2)cc1	71%[activator]	-8%	-11%	0	-5%[56.9 µM]	/	0%	-4%	/
14	Cc1noc(C)c1S(=O)(=O)N(C)CC(=O)Nc1ccc(F)cc1	26%	-3%	0%	-2	-11%	-2%	3%	8%	1%
15	COc1ccc(C(=O)C2CCCN(Cc3cccn3-c3nccs3)C2)cc1F (stereo not drawn)	18%	-35%	-2%	-4	-11%	/	-8%	2%	?
16	NS(=O)(=O)c1cccc(NS(=O)(=O)c2ccc(/C=C/C(=O)OCC(=O)c3ccc(Br)cc3)cc2)c1	5%	-10%	1%	-9	6%	-30%	0%	10%	-30%
17	Cc1cc(OCC(=O)OCC(=O)NC2CCCC2)ccc1Cl	36%	-2%	1%	1	3%	-7%[12.7 µM]	12%	/	-5%
18	O=C(COC(=O)c1cccnc1Cl)Nc1ccc(S(=O)(=O)N2CCOCC2)cc1	18%[57 µM]	-11%	-7%	0	1%	/	-9%	4%	/
19	Cc1onc(-c2ccccc2)c1C(=O)N1CCN(C)CC1	26%	-6%	-10%	2	-15%	-26%	5%	/	-6%
20	COc1cc([N+](=O)[O-])cc(/C=N/NC(=O)C(C)Nc2cccc3ccccc23)c1O (stereo not drawn)	-29%	?	5%	-2	-5%	45µM*	?	-4%	45µM*
21	COc1ccc(C(=O)c2coc3ccc(O)c(CN4CCCCC4)c23)cc1	49%[activator]	-22%	14%	-2	1%	25µM*	-4%	-4%	-3%
22	O=C1c2ccccc2C(=O)N1c1nc(-c2cccs2)cs1	21%	-34%	7%	-5	-23%	-13%[59 µM]	11%	3%	-11%
23	Brc1ccccc1OCCCCn1cnc2ccccc21	26%	-7%	-9%	6	18%	2%[12.7 µM]	?	-10%	-23%
24	COc1ccccc1C(=O)C1CCCN(Cc2ccc(Oc3ncccn3)cc2)C1 (stereo not drawn)	-16%	-5%	0%	-6	1%	-6%	7%	10%	-7%
25	CN(C)/C=C(\C#N)C(=O)Nc1ccc(O)cc1F	62%[activator]	2%	-3%	-3	-16%	9%	7%	-15%	11%
26	CCc1ccc2c(COC(=O)CNS(=O)(=O)c3ccc(NC(C)=O)cc3)cc(=O)oc2c1	?	-6%[57.1 µM]	-1%	-4	?	-27%[59 µM]	-23%	9%	-20%
27	COc1ccc([C@@H]2[C@@H]3C(=O)N(C(C)(C)C)C(=O)[C@@H]3[C@]3(C)C(=O)N(c4cccc(Br)c4)C(=O)N23)cc1	20%	-26%	13%	-2	16%	7%	/	-10%	-11%
28	O=C(Nc1ccccc1C(F)(F)F)N1CCN(c2ccc3nnc(-c4ccc(F)cc4)n3n2)CC1	23%&25%	-8%&-14%	4%&11%	-5&-3	-5%&4%	9%[59 µM]	11%&-18%	-4%&3%	-3%&-12%
29	CCOc1ccccc1C(=O)NCC(=O)OCC(=O)N1C(C)CCCC1C (stereo not drawn)	29%	-2%	-6%	12	-32%	3%[59 µM]	0%	-4%	9%
30	Cc1nnc(SCc2c(Cl)cccc2[N+](=O)[O-])s1	42%[activator]	-2%	-1%	1	3%	?	0%	1%	-24%

5 records picked at random from those above, as already listed:
#	SMILES	HP1b binding inh	JMJD2A Tudor	GLS inh	PI4K2A block	RGS4 inh	G9a block	12-LOX inh	ERG Ets-DNA blk	BAZ2B inh
23	Brc1ccccc1OCCCCn1cnc2ccccc21	26%	-7%	-9%	6	18%	2%[12.7 µM]	?	-10%	-23%
19	Cc1onc(-c2ccccc2)c1C(=O)N1CCN(C)CC1	26%	-6%	-10%	2	-15%	-26%	5%	/	-6%
6	COc1ccc2[nH]c(C(=O)N3CCc4ccccc4C3)c(C)c2c1	25%	-11%	1%	1	13%	12%	-29%&2%	9%	-33%
10	COc1ccccc1C(=O)COC(=O)c1nc2nc(C)cc(C)n2n1	14%	-12%	15%	-1	-25%	-38%	-35%	-5%	23%
4	CC(C)(C)C(=O)CSc1ccc(S(=O)(=O)N2CCCC2)cn1	4%	-11%	7%	0	-42%	-14%[2.33 µM]	-11%	4%	13%

More results follow.
#	SMILES	HP1b binding inh	JMJD2A Tudor	GLS inh	PI4K2A block	RGS4 inh	G9a block	12-LOX inh	ERG Ets-DNA blk	BAZ2B inh
31	COc1ccc(NC(=O)CSC2CC(=O)N(c3ccc4c(c3)OCCO4)C2=O)cc1 (stereo not drawn)	33%[activator]	1%	2%	1	-3%	?	8%	-9%	-4%
32	O=C(NCc1cccc(Cl)c1)C1CCC(=O)N(CC2CCCCC2)C1 (stereo not drawn)	13%	-3%	7%	-1	46%	/	-8%	-9%	-22%
33	Cn1nnnc1SC1CC(=O)N(c2ccccc2)C1=O (stereo not drawn)	-15%	-22%	-5%	-4	-30%	-37%[12.7 µM]	-6%	3%	-3%
34	CCc1cccc(C)c1NC(=S)N(Cc1cccnc1)Cc1ccco1	8%	-23%	4%	2	-1%	?	0%	5%	-33%
35	O=C(CN1CCCC1)OCCCc1ccccc1	-1%	-11%	-3%	3	0%	-17%[59 µM]	-1%	3%	-6%
36	O=C(COC(=O)c1n[nH]c2ccccc12)Nc1ccccc1F	8%	-8%	0%	0	19%	/	-10%	-4%	/
37	CCC(C)NC(=O)C1(C)CCC(=O)N1Cc1ccccc1OC (stereo not drawn)	28%	-6%	2%	-4	6%	0%[12.7 µM]	9%	-7%	5%
38	O=c1cc(CN2CCN(Cc3ccccc3)CC2)c2cc(O)ccc2o1	40%[activator]	-9%	20%	-1	-5%	-10%	6%	0%	3%
39	Cc1cccc(-c2nnc(SCC(=O)Nc3ccc(C)c(C)c3)o2)c1	45%[activator]	-7%	-1%	2	-5%	-27%[59 µM]	3%	0%	-11%
40	Cc1ccc(SCC(=O)NC2CC2)cc1	31%	-4%	1%	0	2%	7%	127%[activator]	-13%	1%

Assay outcomes: PubChem, National Center for Advancing Translational Sciences (NCATS)
